Source: PubChem
Granule exo inh: lytic granule exocytosis inhibition; TALL-104 LAMP-1 surface exposure, flow cytometry; cells stimulated with thapsigargin and PMA; 360,000 compounds, 0.66% hits; inhibition, % at 10 µM;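 active means inhibition above about 55%, limit read from the data; inconclusive means no clear call, values can overlap the other calls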
Vif imaging: blocks HIV Vif function. AID 602346. inhibition, % at 7.49 µM. HEK293T cells, Vif self-association by quenched fluorescence, imaging, 24 h. 340,000 compounds, 0.35% hits; in the data active means inhibition above about 50%, passing the limit was not always enough; inconclusive means no clear call, values can overlap the other calls; inactive means below about 31%; further: some results filed as inactive read as strong as hits
TLR9-MyD88 inh: blocks human TLR9 binding to MyD88; Q9NR96+Q99836; CHO BLA complementation TLR9-MyD88, CCF4 FRET ratio; inhibition, % at 4.98 µM; 340,000 compounds, 0.21% hits;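 active means inhibition above the mean over all tested compounds plus 3 SD, cut at about 21% in these data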;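 further: 0% = DMSO only wells and 100% = clavulanate BLA inhibitor control wells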
NOD2 RIPK2 PPI: blocks binding of human NOD2 to RIPK2; O43353; CHO BLA complementation NOD2-RIPK2, CCF4 ratio; inhibition, % at 4.98 µM; 360,000 compounds, 0.38% hits; AID 624267; in the data active means inhibition above about 21%;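 further: 0% = vehicle only and 100% = reference blocker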
ABHD5-PLIN5 inh: ABHD5-PLIN5 protein interaction inhibition; Split G. princeps luciferase complementation, luminescence, 4 h; inhibition, % at 4 µM; 360,000 compounds, 0.78% hits;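 active means inhibition above the mean inhibition across every tested compound plus 3 SD, cut at about 22% in these data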;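 further: 0% = DMSO only wells and the 100% control is not disclosed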
Target sequence (Q00G26 whole entry, looked up): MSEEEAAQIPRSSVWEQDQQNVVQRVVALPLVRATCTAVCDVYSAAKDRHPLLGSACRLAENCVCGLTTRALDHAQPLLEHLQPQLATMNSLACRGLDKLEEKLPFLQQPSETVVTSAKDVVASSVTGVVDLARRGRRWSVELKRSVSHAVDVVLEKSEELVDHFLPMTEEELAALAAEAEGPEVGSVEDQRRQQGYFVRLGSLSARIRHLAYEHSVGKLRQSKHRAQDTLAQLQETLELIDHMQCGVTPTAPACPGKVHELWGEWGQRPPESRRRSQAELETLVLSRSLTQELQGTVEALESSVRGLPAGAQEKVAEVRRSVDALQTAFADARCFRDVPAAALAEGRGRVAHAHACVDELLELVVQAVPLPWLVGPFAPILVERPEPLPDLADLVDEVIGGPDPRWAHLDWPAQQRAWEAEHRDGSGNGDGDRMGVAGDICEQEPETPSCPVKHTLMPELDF
Target sequence (Q8WTS1 whole entry, looked up): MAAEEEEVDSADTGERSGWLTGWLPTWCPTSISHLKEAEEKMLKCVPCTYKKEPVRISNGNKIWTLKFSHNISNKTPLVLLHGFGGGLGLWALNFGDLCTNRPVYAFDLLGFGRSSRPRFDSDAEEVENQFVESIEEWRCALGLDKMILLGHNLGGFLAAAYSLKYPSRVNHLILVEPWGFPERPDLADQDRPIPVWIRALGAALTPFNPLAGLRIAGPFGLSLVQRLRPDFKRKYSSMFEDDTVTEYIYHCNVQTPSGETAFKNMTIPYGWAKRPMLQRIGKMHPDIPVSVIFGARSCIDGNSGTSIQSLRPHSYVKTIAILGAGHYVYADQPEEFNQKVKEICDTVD
MC4R antag cAMP: antagonists of human melanocortin 4 receptor (MC4R); P32245; MC4R-expressing cells, MTII-stimulated cAMP, LANCE TR-FRET; inhibition, % at 6.5 µM; 360,000 compounds, 0.48% hits;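 active means inhibition above its plate's cutoff, the mean of tested wells on that plate plus 3 SD, cut at about 29% in these data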;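 further: 0% = Melanotan II alone and 100% = Melanotan II plus saturating MCL0020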
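material = U2OS cells stably expressing human melanocortin 4 receptor (MC4R) | also added = Melanotan II challenge | dosing = single nominal compound dose of 6.5 µM | detection = TR-FRET with Eu-cAMP and labeled anti-cAMP, 671 nm | replication = singlicate | timing = compound 30 min, challenge 1 h, detection 1 h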
ABCB6 inh MLPCN: human ABCB6 transporter inhibition; Q9NP58; K562-ABCB6 porphyrin accumulation, flow cytometry, 1 h; hits give low values; fluorescence ratio to DMSO, % at 10 µM; 360,000 compounds, 0.19% hits; AID 602162;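 active means fluorescence ratio to DMSO below 75%, the collection mean minus 3 SD; inconclusive means too few cells collected in the well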;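 further: signal is porphyrin accumulated inside mitochondria; 100% equals median channel fluorescence of DMSO control wells; lower ratio means ABCB6 inhibition with less porphyrin fluorescence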
MC4R barr agon: human MC4R agonism via beta-arrestin; U2OS MC4R beta-arrestin complementation, luminescence; percent of melanotan II response, DMSO zero; activation, % at 8.9 µM; 360,000 compounds, 0.98% hits; P32245; AID 540308;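 active means activation above a per-plate cutoff, the mean activation of sample wells on that plate plus 3 SD, cut at about 8% in these data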
aDG glyco up: increases alpha dystroglycan glycosylation; Pro5-aDG cells, alpha-DG glycosylation AlphaScreen (IIH6); 0% Pro5, 100% B10-LARGE cell signal; AID 624168; activation, % at 10 µM; 360,000 compounds, 0.22% hits;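 active means activation of at least 8% versus controls, or a plate z-score of at least 8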;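 further: Pro5 are CHO cells carrying HIG-tagged alpha-DG that lacks glycosylation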
N-glyco inh: N-linked glycosylation inhibition | reporter increase, % at 12.5 µM | 360,000 compounds, 0.23% hits | D54 ERlucT glycosylation luciferase reporter, 24 h; percent of 100 nM tunicamycin response;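 active means mean luciferase reporter signal, scaled so untreated is 0 and the glycosylation-blocking control 100, at or above a set limit in every replicate; inconclusive means mean reaches the limit but not every replicate does; inactive means mean below the limit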;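 further: luciferase carries N-glycosylation sites so blocking glycosylation raises the light; 0% = median of neutral control wells and 100% = median of 100 nM tunicamycin wells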
* = called active by the depositor; ? = inconclusive; · = no result given. Some of the compounds tested; count on the stated rates, not on these rows.

SMILES | Granule exo inh | Vif imaging | TLR9-MyD88 inh | NOD2 RIPK2 PPI | ABHD5-PLIN5 inh | MC4R antag cAMP | ABCB6 inh MLPCN | MC4R barr agon | aDG glyco up | N-glyco inh
Cc1ccc(N2C(=O)C3C4C=CC(CNC(=S)Nc5ccc(Cl)cc5)(O4)C3C2=O)cc1 (configuration not stated) | 39 | -10 | 3 | 14 | 17 | 4 | 92 | 0.5 | 0.7 | -2
COc1ccccc1NC(=O)N(C)C[C@H]1OCc2cnnn2CCCC(=O)N([C@H](C)CO)C[C@@H]1C | 0 | -15 | 5 | 5 | 1 | 2 | 100 | -1.5 | 0.0 | 1
CNc1nnc(SCC(=O)c2c(N)n(C3CC3)c(=O)[nH]c2=O)s1 | 0 | -6 | -2 | 2 | -2 | 7 | 100 | -0.4 | -0.3 | 3
CCOC(=O)C1=C(C)OC(N)=C(C(=O)OCC)C1c1cccnc1 (configuration not stated) | 1 | · | -8 | 1 | -4 | 6 | 89 | -1.8 | 0.1 | 2
CN(C)c1ccc(C2C3C(=O)N(c4ccc(C(=O)O)cc4)C(=O)C3ON2c2ccccc2)cc1 (configuration not stated) | -1 | -4 | 6 | 5 | -4 | 12 | 97 | 1.0 | 0.1 | 1
O=[N+]([O-])c1cccc(COc2ccccc2CN2CCCC2)c1 | -2 | -5 | -19 | 2 | 11 | 7 | 102 | 2.0 | -0.1 | 2
Cc1ccc2nc(N3C(=O)C(O)=C(C(=O)c4ccc(C)o4)C3c3cccc(O)c3)sc2c1 (configuration not stated) | 5 | 3 | -6 | -10 | -13 | 31* | 104 | 0.3 | 0.2 | 2
Oc1cccc(CCC2CCCCN2Cc2cn[nH]c2-c2ccc3c(c2)OCO3)c1 (configuration not stated) | -1 | 6 | -4 | -15 | -4 | 1 | 97 | -1.3 | 0.6 | 0
CC1=C(C(=O)OCC2CCCO2)C(c2ccc(C)cc2)C2=C(CC(C)(C)CC2=O)N1 (configuration not stated) | -3 | 2 | -2 | -9 | -3 | 12 | 99 | 1.5 | -0.2 | 1
COc1ccc(NC(=O)C(c2cc3c(cc2[N+](=O)[O-])OCO3)N2CCN(C=O)CC2)cc1 (configuration not stated) | 4 | -10 | -4 | -6 | 1 | 9 | 100 | -1.0 | -0.2 | 4
C[C@@H]1COc2cc(N3CC[C@H](O)C3)ccc2S(=O)(=O)N1 | 0 | · | · | -14 | -4 | · | 98 | · | 0.1 | ·
CCOC(=O)c1sc(NC(=O)c2ccco2)nc1C | -4 | 1 | 8 | -5 | -5 | 6 | 101 | 1.1 | -0.2 | 2
O=S(=O)(NNc1ncc(C(F)(F)F)cc1Cl)c1ccccc1 | 5 | 17 | 4 | -4 | -17 | -2 | 101 | 0.1 | 0.0 | 0
COC(=O)C1CCN(C(=O)COC(=O)c2ccc(OC)c(S(=O)(=O)N3CCCc4ccccc43)c2)CC1 | 1 | -3 | 7 | 2 | -3 | 12 | 99 | -0.7 | 0.0 | -4
COc1ccc(CCC(=O)Nc2cccc(S(=O)(=O)N3CCCCCC3)c2)cc1OC | 17 | -14 | -8 | -12 | 4 | 13 | 94 | -0.5 | 0.7 | -3
CCc1ccc(CC(=S)N2CCOCC2)cc1 | -17 | -12 | -12 | 5 | 0 | 3 | 99 | 1.0 | 0.1 | -3
CCOC(=O)CSc1nc(C)cc(C)c1C#N | 0 | 3 | -10 | 3 | 6 | 1 | 94 | 0.2 | 0.1 | 0
O=S(=O)(c1ccccc1)C1CC1(c1ccccc1)c1ccccc1 (configuration not stated) | -21 | -8 | 1 | 9 | 0 | 10 | 92 | -1.6 | -0.2 | -2
COc1ccc(C2(CNC(=O)/C=C/c3ccco3)CCCC2)cc1OC | -3 | 8 | 7 | -6 | 35* | 2 | 98 | -1.4 | 0.3 | 1
CC1(C(=O)NS(=O)(=O)c2ccccc2)CCN1C(=O)c1ccccc1 (configuration not stated) | 5 | -8 | · | -4 | -5 | -2 | 94 | -1.6 | 0.2 | 2
CCN(CC(=O)Nc1ccccc1C(F)(F)F)C(=O)Cc1sc(C)nc1-c1ccc(F)cc1 | 2 | 8 | 12 | -4 | 9 | 3 | 98 | -1.9 | -0.1 | 0
O=C(NCCc1ccccc1)C1CCN(S(=O)(=O)c2ccc(Br)s2)CC1 | -4 | -3 | -1 | -8 | 8 | -3 | 99 | 0.8 | 0.0 | -3
O=C1OC(c2ccccc2)=C/C1=C/N1CCCCC1 | 6 | 2 | -2 | -6 | 6 | 2 | 105 | -0.7 | -0.4 | -6
NC(=O)c1nc[nH]c1C(=O)Nc1cccc(NC(=O)c2cccc(C(F)(F)F)c2)c1 | -4 | -1 | 6 | 6 | 2 | 12 | 94 | 0.3 | -0.2 | -2
CC(C)[C@H](NS(=O)(=O)c1ccccc1)C(=O)OCC(=O)NC(=O)NC1CCCCC1 | -2 | -2 | 0 | -14 | -3 | 8 | 100 | -1.8 | 0.2 | 0

4 compounds already listed, arranged by the number in N-glyco inh, descending:
SMILES | Granule exo inh | Vif imaging | TLR9-MyD88 inh | NOD2 RIPK2 PPI | ABHD5-PLIN5 inh | MC4R antag cAMP | ABCB6 inh MLPCN | MC4R barr agon | aDG glyco up | N-glyco inh
Cc1ccc2nc(N3C(=O)C(O)=C(C(=O)c4ccc(C)o4)C3c3cccc(O)c3)sc2c1 (configuration not stated) | 5 | 3 | -6 | -10 | -13 | 31* | 104 | 0.3 | 0.2 | 2
CC(C)[C@H](NS(=O)(=O)c1ccccc1)C(=O)OCC(=O)NC(=O)NC1CCCCC1 | -2 | -2 | 0 | -14 | -3 | 8 | 100 | -1.8 | 0.2 | 0
CCc1ccc(CC(=S)N2CCOCC2)cc1 | -17 | -12 | -12 | 5 | 0 | 3 | 99 | 1.0 | 0.1 | -3
O=C1OC(c2ccccc2)=C/C1=C/N1CCCCC1 | 6 | 2 | -2 | -6 | 6 | 2 | 105 | -0.7 | -0.4 | -6

(cont.)
SMILES | Granule exo inh | Vif imaging | TLR9-MyD88 inh | NOD2 RIPK2 PPI | ABHD5-PLIN5 inh | MC4R antag cAMP | ABCB6 inh MLPCN | MC4R barr agon | aDG glyco up | N-glyco inh
O=C(NCCc1ccc(C(F)(F)F)cc1)C1CC(=O)N(Cc2ccccc2)C1 (configuration not stated) | 2 | 3 | -6 | -6 | 3 | 9 | 92 | -5.3 | 0.1 | 5
COc1ccc(NC(=O)CCCn2c(=O)c3sccc3n(Cc3ccccc3)c2=O)cc1 | 0 | -2 | -1 | 0 | 0 | 2 | 100 | 0.2 | 0.5 | -2
CCN(CC)C(=O)C1CC(=O)OC1(C)C (configuration not stated) | -6 | -1 | -9 | -3 | 4 | 10 | 96 | -0.9 | -0.2 | 3
O=C(/C=C/c1c(Cl)cccc1Cl)n1cccn1 | 0 | 12 | 3 | -3 | 0 | 6 | 101 | -1.5 | -0.5 | 2
CCCNC(=O)CCNC(=O)c1ccc(C(C)(C)C)cc1 | -2 | · | 0 | 7 | -3 | 4 | 102 | -0.1 | 0.0 | 1
Cn1c(=O)c(=O)n(C)c2cc(S(=O)(=O)NCCOc3ccccc3)ccc21 | -4 | ? | · | -6 | -4 | 22 | 103 | 1.1 | 0.5 | 0
CCCCn1c(N)c(N(CCC(C)C)C(=O)C2CCN(C(=O)c3ccccc3C)CC2)c(=O)[nH]c1=O | -2 | 25 | 1 | -12 | 3 | 1 | 103 | 2.4 | -0.4 | 1
Cc1cc(S(=O)(=O)NCCCN2CCOCC2)ccc1Br | -4 | 13 | 4 | -2 | -8 | 11 | 97 | -0.5 | 0.3 | 2
COc1cccc(NC(=S)/C(=C(\[O-])c2ccc([N+](=O)[O-])cc2)[n+]2ccccc2)c1 | 0 | 1 | -3 | -4 | -2 | 7 | 109 | 1.5 | -0.1 | 3
CC(C)C(=O)Nc1ccc(NC(=O)c2cccc(F)c2)cn1 | 5 | 22 | 10 | 1 | 0 | 0 | 92 | -1.0 | -0.3 | 2
COC(=O)c1ccc(N2C(c3cccc(OC)c3)=Cc3ccc(F)cc3C2c2c(C)[nH]c3ccccc23)cc1 (configuration not stated) | 6 | · | · | -1 | 1 | · | 103 | · | -0.1 | ·
Cc1cc(C)c(CN2CCN(Cc3ccc(C)o3)C(CCO)C2)c(-n2cccn2)c1 (configuration not stated) | 2 | 6 | 2 | -2 | 3 | 11 | 99 | -2.4 | 0.2 | 9
O=C(O)c1ccccc1SCc1cn2ccccc2n1 | 2 | · | 7 | -3 | 3 | -2 | 87 | 0.4 | 0.1 | 2
CC(C)(C)NC(=O)CN(CCc1ccccc1)C(=O)c1csnn1 | 2 | 0 | -4 | -5 | -3 | 3 | 102 | 2.2 | 0.1 | -1
CC1CCN(CC(O)COCCC23CC4CC(CC(C4)C2)C3)CC1 (configuration not stated) | -3 | -5 | -12 | 9 | 2 | -3 | 98 | 0.2 | 0.5 | 2
COc1ccc(-c2nc3c(C)cc(Br)cn3c2CC(C)(C)C)cc1OC | 1 | · | · | -3 | -8 | · | 91 | · | -0.1 | 0
Cn1c(=O)cc(Cl)[nH]c1=O | 0 | -2 | -6 | -12 | -3 | 5 | 97 | -3.4 | -0.3 | -1
O=C(CCc1ccccc1)NCCc1ccc(F)cc1 | -22 | 0 | 9 | 6 | 0 | 3 | 92 | -1.1 | -0.2 | 3
CCC(C)[C@@H](C(=O)N1CCNCC1)n1cc(CCCCN)nn1 (some centres not stated) | -2 | -1 | 6 | -5 | -11 | 9 | 101 | 1.4 | 0.0 | 5
O=S(=O)(Nc1nc(-c2ccco2)c(-c2ccco2)s1)c1ccc(F)cc1F | -8 | 1 | 1 | -3 | 11 | -1 | 96 | -0.5 | -0.2 | 1
COC(=O)c1cc(S(=O)(=O)NCC2CCN(CCc3cccs3)CC2)c[nH]1 | -1 | 0 | 1 | -11 | 0 | 1 | 97 | -1.6 | -0.2 | 1
COc1ccc(C(=O)N2CCN(c3ncnc4c(-c5ccccc5)nsc34)CC2)cc1 | 0 | 2 | 7 | -8 | 0 | 25 | 97 | 2.4 | 0.4 | 1
CCOC(=O)c1nnn2c1nc(N1CCN(C)CC1)c1ccccc12 | -5 | -1 | 1 | -5 | -4 | 8 | 93 | -0.3 | 0.0 | 1
CC#CCN(CC#CC)S(=O)(=O)c1ccc(-n2cnnn2)c(OC)c1 | -5 | 2 | -5 | 0 | -1 | 6 | 91 | 0.4 | -0.1 | 4
CC(=O)c1ccc(S(=O)(=O)N2CCCC(N(C)CCc3ccccc3)C2)cc1 (configuration not stated) | 1 | 2 | 2 | -1 | -3 | 10 | 100 | 0.5 | -0.1 | -2
C=C(C)[C@@H]1CC=C(CN2CCC(N3CCC(C(=O)N4CCCC4)CC3)CC2)CC1 | 21 | -9 | 0 | -1 | -2 | 9 | 95 | 0.6 | 0.7 | 2
O=C(NN1C(=O)C2C(C1=O)C1C=CC2C12CC2)c1ccc(Cl)cc1 (configuration not stated) | 2 | -2 | 0 | -10 | 3 | 5 | 95 | 0.2 | 0.1 | 1
COc1ccccc1C(=O)Nc1nc2ccc(S(C)(=O)=O)cc2s1 | -7 | -2 | -1 | -5 | 3 | 4 | 93 | 14* | -0.3 | -4
Cc1ccccc1NC(=S)NCC(c1cccnc1)N1CCOCC1 (configuration not stated) | -2 | -2 | -5 | 2 | -5 | 4 | 99 | -1.9 | 0.0 | 2
